# MEX-5 binding = C. elegans MEX-5 TCR-2 RNA binding activity; Q9XUB2; MEX-5/FITC-TCR2 RNA binding, fluorescence polarization; stronger effect = lower value; activity score (negative = inhibition of binding), % at 10 µM; hit rate 0.38% among 300,000;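 active means inhibition past about -25% in most replicates, and total fluorescence under double the plate's negative control median, limit read from the data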;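 further: 0% = DMSO and -100% = 5 µM competing unlabeled TCR2 RNA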
# Bcl-xL primary = inhibitors of human Bcl-xL. hit rate 0.7% among 320,000. Q07817. inhibition, % at 10.9 µM. GST-Bcl-xL / FITC-Bim BH3 peptide fluorescence polarization;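 active means inhibition above the mean of all tested compounds plus 3 SD, cutoff set per campaign, cut at about 30% in these data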;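 further: 0% = DMSO wells and 100% = unlabeled Bim-BH3 peptide competitor; inhibitors lower millipolarization by displacing the labeled peptide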
# Target sequence (Q07817 whole entry, looked up): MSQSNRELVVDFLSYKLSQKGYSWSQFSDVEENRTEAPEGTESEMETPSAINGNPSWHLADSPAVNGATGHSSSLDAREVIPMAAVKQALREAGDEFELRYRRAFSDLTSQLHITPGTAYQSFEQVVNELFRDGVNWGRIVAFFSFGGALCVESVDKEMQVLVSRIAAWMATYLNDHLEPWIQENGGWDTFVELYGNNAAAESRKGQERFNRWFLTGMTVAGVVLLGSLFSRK
# GLD-1 TGE inh = GLD-1-TGE RNA interaction inhibition (C. elegans); AID 2280; hit rate 0.44% among 320,000; purified GLD-1 + fluorescein TGE RNA, fluorescence polarization; inhibition, % at 5.96 µM;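 active means percent inhibition above a per-plate cutoff, the plate mean of test compounds plus 3 SD, cut at about 30% in these data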;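 further: 0% = DMSO wells with GLD-1 and probe and 100% = wells lacking GLD-1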
# Target sequence (Q17339 whole entry, looked up): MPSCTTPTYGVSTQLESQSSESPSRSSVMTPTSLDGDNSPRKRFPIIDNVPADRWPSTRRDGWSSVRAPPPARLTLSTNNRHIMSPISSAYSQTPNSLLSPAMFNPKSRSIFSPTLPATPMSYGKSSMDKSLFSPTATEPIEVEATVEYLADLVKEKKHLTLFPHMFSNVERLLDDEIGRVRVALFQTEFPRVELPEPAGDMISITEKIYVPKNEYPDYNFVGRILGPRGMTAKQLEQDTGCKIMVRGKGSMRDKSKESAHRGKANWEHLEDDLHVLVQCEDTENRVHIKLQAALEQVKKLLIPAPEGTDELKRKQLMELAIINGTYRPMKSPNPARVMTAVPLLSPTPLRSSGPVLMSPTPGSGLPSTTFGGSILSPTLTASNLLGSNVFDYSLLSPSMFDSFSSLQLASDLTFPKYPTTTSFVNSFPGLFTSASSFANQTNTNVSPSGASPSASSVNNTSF
# MCL1 BIM primary = inhibitors of human MCL1 binding to BIM-BH3 peptide; hit rate 0.68% among 320,000; inhibition, % at 10.9 µM; Q07820; GST-MCL1 / FITC-Bim-BH3 fluorescence polarization;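 active means inhibition above the mean inhibition of all tested compounds plus 3 SD, set per campaign, cut at about 40% in these data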;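 further: 0% = DMSO wells and 100% = unlabeled Bim-BH3 peptide control; higher means more loss of mP so more displacement of Bim peptide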
# Target sequence (Q07820 whole entry, looked up): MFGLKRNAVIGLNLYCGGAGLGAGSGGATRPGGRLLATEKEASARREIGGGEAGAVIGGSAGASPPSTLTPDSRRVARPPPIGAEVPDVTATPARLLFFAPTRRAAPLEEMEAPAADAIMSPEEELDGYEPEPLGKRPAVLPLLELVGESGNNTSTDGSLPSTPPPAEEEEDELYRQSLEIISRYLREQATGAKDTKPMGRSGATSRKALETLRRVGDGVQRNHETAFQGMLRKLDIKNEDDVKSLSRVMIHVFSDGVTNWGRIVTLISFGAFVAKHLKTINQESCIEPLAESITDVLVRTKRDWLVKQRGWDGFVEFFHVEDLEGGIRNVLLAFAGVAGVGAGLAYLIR
# PAFAH1B2 FP inh = blocks human PAF acetylhydrolase 1b catalytic subunit 2; P68402; recombinant PAFAH1B2, FP-rhodamine activity probe, fluorescence polarization; inhibition, % at 3.39 µM; hit rate 1.2% among 340,000; AID 492953;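 active means inhibition above the mean of all tested compounds plus 3 SD, cut at about 24% in these data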;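 further: 0% = enzyme with DMSO and 100% = wells lacking PAFAH1B2; many of its hits are not listed in these tables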
# Fam108B inh = blocks mouse Fam108B hydrolase in RBBP9 counter-screen; recombinant Fam108B, FP-Rh probe fluorescence polarization; inhibition, % at 9.51 µM; hit rate 0.33% among 300,000; AID 1947;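 active means inhibition above the screen mean inhibition plus 3 SD, computed separately per campaign, cut at about 18% in these data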;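 further: inhibitors lower polarization as less probe binds the enzyme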
# PME-1 inh = blocks human protein phosphatase methylesterase 1 | recombinant PME-1, FP-Rh probe fluorescence polarization | inhibition, % at 5.9 µM | hit rate 0.53% among 320,000 | AID 2130;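 active means inhibition above the campaign mean of all compounds plus 3 SD, cut at about 26% in these data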;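 further: competitive labeling of PME-1 active site by serine hydrolase directed probe; 0% = PME-1 with DMSO and 100% = wells lacking PME-1 enzyme; inhibitors block probe labeling so polarization falls and inhibition rises; many of its hits are not listed in these tables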
# AHR activator = human AHR activation. P35869. AHR-responsive luciferase reporter cells, luminescence. activation, % at 5 µM. hit rate 2.5% among 320,000. AID 2796; in the data active means activation above about 47%;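 further: 0% = vehicle wells and 100% = reference agonist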
# pPAFAH FP inh = inhibitors of human plasma PAF acetylhydrolase (pPAFAH); recombinant pPAFAH, FP-rhodamine probe fluorescence polarization; AID 463082; Q13093; hit rate 1.5% among 330,000; inhibition, % at 3.39 µM;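 active means inhibition above the mean inhibition across the screen plus 3 SD, cut at about 25% in these data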;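 further: inhibitors block binding of the rhodamine activity-based probe so polarization drops; 0% = enzyme with DMSO and 100% = wells lacking pPAFAH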
# An asterisk follows results filed as active; x = no result given.
SMILES,MEX-5 binding,Bcl-xL primary,GLD-1 TGE inh,MCL1 BIM primary,PAFAH1B2 FP inh,Fam108B inh,PME-1 inh,AHR activator,pPAFAH FP inh
O=C(Nc1ccccc1)Nc1ccc(Br)c(Cl)c1,2.2,3,5,9,-7,-11,-52,67*,2
Cc1oc(-c2cccc(Cl)c2)nc1CS(=O)(=O)CC(=O)NCCCN1CCOCC1,2.1,0,2,6,7,-5,-4,1,8
O=C(NNc1c(F)c(F)cc(F)c1F)c1cc2ccccc2oc1=O,0.2,3,5,-7,3,7,-2,-1,6
O=C(CSC(=S)N1CCCC1)NCC(=O)Nc1ccc(F)c(F)c1,0.2,1,-7,-2,-4,5,2,7,-2
COc1ccc(-n2c(SCC(=O)O)nc3sc4c(c3c2=O)CCC4)cc1,1.3,6,7,7,4,3,-1,2,1
Cc1nn(Cc2cccc(F)c2)c(C)c1NC(=O)c1ccc(COc2ccccc2Cl)cc1,1.2,2,9,-2,-1,-10,-24,-12,8
NNC(=O)Cn1nc2n(c1=O)-c1ccccc1SC2,5.3,2,-3,3,4,3,1,3,5
COc1ccc(CCNC(=O)c2c(O)c3c([nH]c2=O)CCCC3)cc1OC,x,0,0,-2,-1,-5,-1,0,1
CC1CCN(CC(O)COc2ccc(OCC(O)CN3CCC(C)CC3)cc2)CC1 (stereo unspecified),-0.9,1,-2,-3,10,1,-6,-3,-2
Cc1nn(CC(=O)O)c(C)c1NC(=O)c1cccs1,-1.5,1,-7,-1,1,2,-1,-2,-2
Cc1cc(C(=O)Nc2ccc(Br)cc2)c2ccccc2n1,2.4,1,0,-2,-2,-6,-3,37,-3
O=C(CSc1nccn(-c2ccc(Br)cc2)c1=O)NCc1ccccc1,-0.2,6,1,9,0,3,-9,4,-1
CCCC(=O)Nc1ccc(Cl)c(NC(=O)CC)c1,0.7,-2,4,-1,-3,4,-3,9,8
Cn1cccc1C(=O)NC(=O)COC(=O)c1ccc(S(C)(=O)=O)c([N+](=O)[O-])c1,x,x,7,x,4,x,x,8,6
CCOC(=O)C1CCN(C(=O)Cn2nc(C)n3c(cc4cc(F)ccc43)c2=O)CC1,-2.4,0,-3,-1,4,3,1,1,5
COc1ccc(-n2nc3c(c2NC(=O)COc2ccccc2)CS(=O)C3)cc1 (stereo unspecified),1.3,-2,1,-9,0,1,0,5,1
CCC(C)[C@H](NC(=O)[C@H](Cc1ccccc1)n1c(=O)[nH]c2ccccc2c1=O)C(=O)N1CCC[C@@H]1C(=O)O (stereo partly specified),-2.7,3,5,6,3,7,9,-1,-1
Cc1ccc(Nc2cc(C)nc3nnnn23)cc1,-0.2,4,-5,3,-1,-1,-2,14,-2
CCOc1ccc(CN(CCC#N)C(=S)NC(=O)c2ccccc2)cc1,0.3,-1,6,2,2,4,-2,1,8
C=CCNC(=O)/C(=C\c1ccco1)NC(=O)c1ccco1,-1.2,8,3,-3,5,-2,-3,1,8
CN(CC(=O)Nc1ccccc1Cl)CC(=O)N(C)c1c(N)n(Cc2ccccc2)c(=O)[nH]c1=O,x,x,-2,x,0,x,x,-1,1
OC[C@H](O)[C@H](O)[C@@H](O)[C@@H](O)[C@@H]1SC(c2ccccc2)=NN1c1ccccc1,-2.4,7,4,5,x,-2,-3,37,5
Cc1ccc(C(=O)Nc2ccc3c(c2)OCCO3)c(C)c1,-1.2,8,2,8,3,-2,4,-12,6
Cc1ncc(CO)c(/C=N/NC(=O)c2ccccc2Br)c1O,0.6,7,2,7,4,1,-7,4,-1
Cc1ccc(O)c(C(=O)c2cc(C(=O)NCCc3ccccc3)c(=O)n(CCc3ccccc3)c2)c1,0.4,-3,-11,-25,-3,-15,-27,1,-5
CCn1nc(C)c(C2C(C#N)=C(N)OC3=C2C(=O)CC(C)(C)C3)c1C (stereo unspecified),0.0,7,-4,6,-1,-2,-1,-1,-2
COc1ccc(OC)c(S(=O)(=O)N2CCCC(C(=O)NCCN3CCOCC3)C2)c1 (stereo unspecified),1.4,3,6,6,3,-2,2,0,3
Cc1ccc(OCC(=O)Nc2ccc(N3CCN(C(=O)c4ccc(C)cc4)CC3)cc2)cc1,-1.0,6,-2,-3,5,4,0,5,-1
Cc1cccc2cc(C#N)c(SCC#N)nc12,0.6,23,4,26,3,4,31*,-10,2
C/C(=N\NC(=O)c1ccc(N2CCCC2=O)cc1)c1ccc(O)cc1O,-1.4,12,2,14,-7,-1,-2,-4,1

# Complete entries, quoted from the list. Values in the order: MEX-5 binding | Bcl-xL primary | GLD-1 TGE inh | MCL1 BIM primary | PAFAH1B2 FP inh | Fam108B inh | PME-1 inh | AHR activator | pPAFAH FP inh
# COc1ccc(-n2nc3c(c2NC(=O)COc2ccccc2)CS(=O)C3)cc1 (stereo unspecified) across the screens: 1.3 | -2 | 1 | -9 | 0 | 1 | 0 | 5 | 1
# C=CCNC(=O)/C(=C\c1ccco1)NC(=O)c1ccco1 across the screens: -1.2 | 8 | 3 | -3 | 5 | -2 | -3 | 1 | 8
# Cc1cc(C(=O)Nc2ccc(Br)cc2)c2ccccc2n1 across the screens: 2.4 | 1 | 0 | -2 | -2 | -6 | -3 | 37 | -3

# Remaining list, next part
SMILES,MEX-5 binding,Bcl-xL primary,GLD-1 TGE inh,MCL1 BIM primary,PAFAH1B2 FP inh,Fam108B inh,PME-1 inh,AHR activator,pPAFAH FP inh
O=C(c1ccc(Cl)cc1)N(Cc1ccccc1F)N1C(=O)CCCC1=O,1.4,-1,-1,-6,1,1,1,7,7
CCNS(=O)(=O)c1ccc2c(c1)n(C)c(=O)n2C,0.2,-2,-1,0,2,-2,3,1,3
CC(c1cccs1)N(Cc1ccco1)C(=S)Nc1ccccc1Cl (stereo unspecified),-0.2,6,3,7,5,1,1,0,-4
O=C(Cn1cnc2c(nnn2-c2cccc(Cl)c2)c1=O)N1CCCC1,-6.4,0,-8,-2,1,-5,0,-6,7
CC(=O)Nc1ccc(Oc2cc(NC(C)=O)cc([N+](=O)[O-])c2)cc1,0.2,-1,-5,-4,-2,0,0,1,6
CN1CCN(C(=O)CCc2ncc(C(F)(F)F)cc2Cl)CC1,2.5,7,-1,1,-1,-2,2,-3,0
NC(=O)NCCN1CCN(c2ncc(C(F)(F)F)cc2Cl)CC1,0.8,4,4,3,-4,1,-2,-1,2
COC(=O)CC1c2cc(OC)c(OC)cc2CC(=O)c2cc(OC)c(OC)cc21 (stereo unspecified),-6.5,12,13,10,0,-2,-2,-3,5
CCOC(=O)N/N=C(/C)c1cccc(-n2cnnn2)c1,1.0,2,-7,3,1,2,-8,16,-12
CCc1nnc(NC(=O)CSc2nnc(-c3ccc(O)cc3)n2C)s1,0.6,4,2,-2,-4,0,-5,-1,-3
CS(=O)(=O)N1CCN(c2ccccc2NC(=O)c2ccco2)CC1,-0.4,-2,-1,3,7,2,8,-2,3
NC(=O)C1(N2CCCCC2)CCN(CC(=O)Nc2ccc(Oc3ccccc3)cc2)CC1,0.4,3,2,2,2,3,3,-4,28*
Cc1cccc(N(CC(=O)Nc2ccccc2F)S(C)(=O)=O)c1,0.4,5,0,5,-2,1,0,-1,-2
CC(=O)c1c(N2CCOCC2)nc(=S)n(-c2ccccc2)c1C,1.2,4,-3,2,0,-1,0,-1,-2
COC(=O)c1ccc(CNS(=O)(=O)c2ccc3ccccc3c2)cc1,2.2,0,-2,1,7,-4,-5,3,0
CC(C)CCNc1ncnc2c1nnn2Cc1ccccc1,0.2,6,7,4,2,2,-1,2,0
O=C(CCCCl)NC(=S)Nc1ccc(CN2CCOCC2)cc1,1.6,4,1,1,5,-3,0,1,0
Cc1ccc(N(CC(=O)Nc2ccc(C)cn2)S(=O)(=O)c2c(C)nn(C)c2C)cc1,-0.4,26,13,17,4,16,6,-1,11
O=C(Nc1cccc(C(=O)O)c1)/C(=C\c1ccco1)NC(=O)c1ccccc1,-1.4,4,0,14,-1,0,-6,2,0
COc1ccc(S(=O)(=O)NCC2CCCO2)cc1NC(=O)c1ccc(Cl)cc1 (stereo unspecified),1.6,2,0,1,-2,4,6,0,4
CCNC(=O)c1cc(S(=O)(=O)N2CCSCC2)ccc1OC,1.0,-3,2,14,-1,3,-6,-2,1
CCN1C(Nc2ccccc2)=NC[C@@H]1C,-3.3,-3,-2,-6,1,3,3,-1,1
COc1ccc(NC(=O)C2CC(=O)N/C(=N/N=C/c3ccccc3)S2)cc1 (stereo unspecified),1.0,2,4,2,-2,-36,3,1,4
Cc1c(NC(=O)CN2C(=O)c3ccccc3S2(=O)=O)c(=O)n(-c2ccccc2)n1C,0.0,1,-5,4,1,-1,-2,0,3
Cn1c(N)c(C(=O)COC(=O)C23CC4CC(CC(C4)C2)C3)c(=O)n(C)c1=O,-2.1,5,2,9,14,1,2,2,-1
Cc1ccc(NC(=O)C2CCN(S(=O)(=O)c3ccc4c(c3)NC(=O)CO4)CC2)cc1C,0.1,2,8,1,1,-2,2,3,1
CCC(=O)c1ccc(OCC(=O)NCC2(N3CCCCC3)CCCCC2)cc1,1.5,3,5,-1,4,1,4,0,2
C[C@H](C(=O)C=[N+]=[N-])N1C(=O)c2ccccc2C1=O,1.4,2,-3,3,x,3,-5,3,5
CCOC(=O)c1c(NC(=S)NC(=O)c2ccco2)sc2c1CCCC2,-0.9,0,-3,5,4,10,-3,4,-4
COC(=O)CN1C(=O)COc2ccc(S(=O)(=O)NCc3ccccc3)cc21,3.6,2,3,0,5,-2,-4,2,4
CC(=O)N1CCN(CC(=O)Nc2cccc(S(=O)(=O)N3CCCCCC3)c2)CC1,2.9,0,3,7,4,3,0,2,1
O=C1CC(c2cccs2)c2ccc3ccccc3c2N1 (stereo unspecified),x,1,5,-3,0,-1,-9,4,6
CCOC(=O)C1=C(N)Oc2c(oc(CO)cc2=O)C1c1ccc(F)cc1 (stereo unspecified),1.8,7,1,5,-1,5,-1,-2,-1
CCN1CCN(c2cc(C)nc(-c3ccccc3O)n2)CC1,0.6,7,-1,2,3,1,-1,25,1
Cc1cccc(NC(=O)C2=C(O)c3ccccc3N(C)S2(=O)=O)c1,-0.3,1,2,-4,3,-2,-6,-1,-4
NC(=O)C1CCN(C(=O)c2ccc([N+](=O)[O-])cc2NC(=O)c2cccs2)CC1,-1.8,3,1,4,4,1,3,4,0
O=C(CN1C(=O)/C(=C/c2ccccc2F)SC1=S)NC1C=CS(=O)(=O)C1 (stereo unspecified),3.4,1,-4,3,3,-3,-4,1,0
COc1cccc(OC)c1C(=O)NC(=O)Nc1c(C)cccc1C,2.7,6,-3,14,4,12,4,16,5
NC(=O)C1CCN(C2CC(=O)N(Cc3ccc(N4CCCC4=O)cc3)C2=O)CC1 (stereo unspecified),2.2,8,6,15,8,1,1,0,-4
COC(=O)c1ccc(NC(=O)CSc2nc3ccccc3c(=O)[nH]2)cc1,-0.8,4,1,-2,-2,0,-6,4,-1
CN(CCN1CCOCC1)C(=O)c1cc(COc2ccc(F)c(F)c2)on1,-1.5,4,6,8,-2,-8,-3,2,-3
COc1ccc2ccccc2c1/C=N/NC(=O)c1nnn(-c2nonc2N)c1CN(C)C,-4.6,-2,4,7,-1,-3,-11,3,0
CC(CNS(=O)(=O)c1ccccc1)(c1ccccc1)N1CCCCC1 (stereo unspecified),1.7,4,-6,0,6,-9,-9,1,-7
CCCOc1ncnc2c1[nH]c1ccc(OC)cc12,-3.8,11,-1,0,4,1,-4,44,5
COc1ccc(C(=O)Nc2c(Cl)cc(Cl)cc2C(=O)N2CCC(C)CC2)cc1,-1.1,2,2,5,3,1,-3,14,0
CCOC(=O)CSc1nnc(-c2ccc3ncccc3c2)n1C,-0.6,5,4,-1,8,0,-7,-1,-2

# Screens: PubChem, several laboratories

# An excerpt; rates above refer to the full screens.
